Screening results (PubChem BioAssay)
Bcl-XL Bim block = disrupts Bim peptide binding to human Bcl-XL. Q07817. bead flow cytometry, fluorescence. inhibition, % at 10 µM. 0.04% of 190,000 active. AID 1007
Target sequence (Q07817 whole entry, looked up): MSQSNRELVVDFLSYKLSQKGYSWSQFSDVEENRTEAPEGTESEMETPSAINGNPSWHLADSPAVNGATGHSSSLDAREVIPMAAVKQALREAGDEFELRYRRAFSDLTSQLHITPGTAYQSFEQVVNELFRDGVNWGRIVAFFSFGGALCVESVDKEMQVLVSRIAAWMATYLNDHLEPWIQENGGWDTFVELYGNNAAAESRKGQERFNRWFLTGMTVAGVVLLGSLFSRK
Rac1 wt GTP bind = human Rac1 wildtype GTP binding, inhibitors and activators. P63000. GST-Rac1 beads, fluorescent GTP binding, flow cytometry; actives lie on both sides; 0 = cold GTP competed, 100 = untreated. GTP binding activity (% of control), % at 10 µM. 0.27% of 190,000 active;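 active = GTP binding activity at least 20 points away from the 100% control level, either lower or higher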
Bcl-W Bim block = inhibitors of Bim-Bcl-W interaction, human; inhibition, % at 10 µM; bead-based flow cytometry, Bim peptide-Bcl-W binding; 0.02% of 190,000 active; AID 952; Q92843;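 also: 0% = bound tracer without compound and 100% = peptide blocker; higher means less fluorescent Bim peptide bound to Bcl-W beads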
Target sequence (Q92843 whole entry, looked up): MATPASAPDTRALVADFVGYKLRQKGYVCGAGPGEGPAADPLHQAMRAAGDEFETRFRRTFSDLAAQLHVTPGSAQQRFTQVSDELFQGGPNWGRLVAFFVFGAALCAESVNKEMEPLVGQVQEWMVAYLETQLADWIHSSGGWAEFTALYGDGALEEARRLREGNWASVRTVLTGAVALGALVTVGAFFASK
Bim-Bcl-B = disrupts Bim peptide binding to human Bcl-B | Q9HD36 | bead-based flow cytometry | inhibition, % at 10 µM | 0.073% of 190,000 active;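 also: 0% = tracer peptide without compound and 100% = reference inhibitor peptide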
Bim-Bcl-2 = inhibitors of Bim-Bcl-2 interaction, human. P10415. Bead-based flow cytometry, Bim peptide-Bcl-2 binding. inhibition, % at 10 µM. 0.06% of 190,000 active. AID 950; in the data active = inhibition above about 40%;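 also: 0% = no compound wells with probe peptide and 100% = reference peptide inhibitor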
Target sequence (P10415 whole entry, looked up): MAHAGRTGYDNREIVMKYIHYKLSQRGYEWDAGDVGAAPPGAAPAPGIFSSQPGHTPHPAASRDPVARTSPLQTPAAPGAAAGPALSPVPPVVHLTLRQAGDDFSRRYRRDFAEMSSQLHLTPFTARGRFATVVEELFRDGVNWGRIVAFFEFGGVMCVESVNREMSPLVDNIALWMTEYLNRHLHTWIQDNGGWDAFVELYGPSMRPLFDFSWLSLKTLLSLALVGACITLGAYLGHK
Bim-Bfl-1 = disrupts Bim binding to human Bfl-1. Q16548. 0.12% of 190,000 active. Bead-based flow cytometry, Bim-Bfl-1 binding inhibition. inhibition, % at 10 µM;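 also: 0% = wells without compound plus tracer and 100% = blocker peptide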
Rab2 wt GTP = changes GTP binding to wildtype dog Rab2A, up or down | GTP binding activity, % at 10 µM | 0.19% of 190,000 active | GST-Rab2 wt beads, Bodipy-GTP binding, flow cytometry;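 active = GTP binding activity at least 20 points away from 100%, either lowered or raised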;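 also: 0% = beads with excess unlabeled GTP and 100% = no-compound control corrected for plate trend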
Rab7 wt GTP bind = alters GTP binding to wildtype dog Rab7. 0.055% of 190,000 active. GTP binding activity (percent of control), % at 10 µM. GST-Rab7 beads, fluorescent GTP binding, flow cytometry; actives lie on both sides; untreated = 100%, excess cold GTP = 0%. AID 758;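 active = fluorescent GTP binding to Rab7 beads changed by at least 20 points from the 100% baseline, either direction, mostly lower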;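 also: median green fluorescence of bound Bodipy-FL-GTP per Rab7 bead population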
Cdc42 wt GTP = modulators (inhibitors or activators) of GTP binding to human Cdc42 wildtype. GST-Cdc42 beads, Bodipy-GTP binding, flow cytometry; actives lie on both sides. percent activity (GTP binding), % at 10 µM. 0.2% of 190,000 active. AID 761;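 active = percent activity GTP binding at least 20 points away from the 100% baseline, either down as inhibitor or up as activator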;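 also: median bead fluorescence of bound Bodipy-FL-GTP at 100 nM; 0% = excess unlabeled GTP control and 100% = no compound control; below 100% means less GTP binding so inhibitor and above means activator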
HRas wt GTP = modulators of GTP binding to human HRas wildtype; GST-Ras wt beads, Bodipy-FL-GTP binding, flow cytometry; actives lie on both sides; GTP binding activity, % at 10 µM; 0.14% of 190,000 active; AID 759;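 active = GTP binding activity at least 20% away from the 100% baseline, either lowered as inhibitor or raised as activator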;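 also: 0% = unlabeled GTP competition control and 100% = no-compound control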
Target sequence (P01112 whole entry, looked up): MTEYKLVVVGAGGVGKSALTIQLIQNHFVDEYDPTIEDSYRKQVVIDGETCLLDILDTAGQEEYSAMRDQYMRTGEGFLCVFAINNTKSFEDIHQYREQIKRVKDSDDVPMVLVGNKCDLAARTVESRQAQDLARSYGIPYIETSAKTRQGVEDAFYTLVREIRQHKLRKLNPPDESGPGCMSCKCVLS
Rac1 mut GTP = modulators of GTP binding to human Rac1 activated mutant | percent activity (GTP binding), % at 10 µM | 0.11% of 190,000 active | P63000 | AID 764 | GST-Rac1 activated beads, fluorescent GTP binding, flow cytometry; actives lie on both sides; 100% means binding = to untreated wells;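 active = GTP binding at least 20 percentage points away from the 100% baseline, in either direction, so actives lie on both sides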
Numbers without * were called inactive. Rule as the data show it, unless noted: active = inhibition above about 40%. Outcome played no part in choosing rows, and some 0.62% of all compounds hit somewhere here.

molecule	Bcl-XL Bim block	Rac1 wt GTP bind	Bcl-W Bim block	Bim-Bcl-B	Bim-Bcl-2	Bim-Bfl-1	Rab2 wt GTP	Rab7 wt GTP bind	Cdc42 wt GTP	HRas wt GTP	Rac1 mut GTP
O=C1N/C(=C/c2cccn2-c2ccccc2)C(=O)N1Cc1ccccc1F	0	98	-1	-3	-1	0	99	98	95	97	97
COc1ccc(S(=O)(=O)Nc2ccc3c(c2)OCO3)cc1Cl	2	103	2	-4	-7	-4	97	98	102	100	98
O=C(COc1ccc([N+](=O)[O-])cc1)Nc1ccc(N2CCCC2)cc1	-3	105	-1	-4	-3	-16	100	100	100	100	101
COc1ccc(/C=C2/NC(=O)N(CC(=O)Nc3cccc(C)c3)C2=O)cc1O	0	98	-2	-6	-4	-4	98	94	102	99	95
Cc1cc(NC(=O)C2C3C(=O)N(Cc4ccc(Cl)cc4)C(C(=O)NC(C)(C)C)C34C=CC2(C)O4)no1 (stereo not given)	0	94	-1	0	-1	0	94	98	96	96	95
CCCN1CCN(c2ncnc3c2nnn3Cc2ccccc2)CC1	-3	98	0	-2	2	-1	92	92	95	95	96
CC(C)(C)c1csc(NC(=O)Cn2c(=O)oc3ccccc32)n1	0	100	0	-4	0	-1	102	101	101	101	99
CSc1ccc(N/N=C(/C#N)S(=O)(=O)C(C)(C)C)cc1	-2	94	-2	-6	-6	-12	91	97	90	94	91
CN(Cc1ccccc1)S(=O)(=O)c1ccc(C(=O)Nc2nnc(C3CC3)o2)cc1	-17	97	0	-14	-11	-14	99	101	96	100	93
O/N=C1\CC(O)Cc2nonc21 (stereo not given)	-1	99	0	0	-5	-1	102	105	99	100	100
O=C(c1ccccc1)c1ccc2nc(N3CCN(C(=O)c4ccco4)CC3)c3nncn3c2c1	-1	104	2	-4	-3	-2	100	101	102	101	100
O=C1NC(c2ccccc2)CCC1(Cl)Cl (stereo not given)	-5	106	-6	-5	-4	-2	98	95	102	97	100
COc1ccc(Br)cc1C(=O)Nc1cccc2ncccc12	0	96	-1	0	0	-2	97	104	95	95	94
CN(C)/C=C1/Sc2ccccc2C1=O	-5	98	-3	-5	0	-1	103	95	102	101	100
CN(C)/C=C1\C(=O)N(c2ccc(Cl)c(Cl)c2)CS1(=O)=O	-1	97	-3	-5	-4	-11	100	105	95	100	97
COc1ccccc1CNc1ccc(N2CCOCC2)c(C(=O)O)c1	-6	104	0	-9	-10	-12	101	99	106	101	99
O=C1NC(=O)/C(=C\c2ccc(OCc3cnc(Cl)s3)cc2)S1	-2	93	-1	-2	1	-4	93	92	94	93	92
CC(C)(C)n1nnnc1C(c1cccs1)N(Cc1ccccc1)Cc1ccco1 (stereo not given)	-2	106	1	-8	-5	-5	100	101	100	102	100
CCOC(=O)C1CCCN(C(=O)c2cc(-c3ccc(C)cc3)on2)C1 (stereo not given)	-1	104	3	-6	-6	-7	100	105	101	101	96
Cc1cccc(CN2CCc3c(OCC(=O)N4CCCc5ccccc54)cccc3C2=O)c1	-5	105	-5	-6	-7	-3	100	101	100	99	98
Cc1ccccc1NC(=O)C1CCN(C2=NS(=O)(=O)c3ccccc32)CC1	-1	100	-2	-3	0	-1	101	105	102	100	96
CCN1CCN(C(=O)C2c3cc(OC)c(OC)cc3C(=O)N(C)C2c2ccc(SC)cc2)CC1 (stereo not given)	-2	103	2	-3	-5	-11	100	97	100	99	97
CCOC(=O)N1CCN(C(=O)c2oc(=O)c3ccccc3c2-c2ccc(C)cc2)CC1	-2	104	3	-7	-7	-8	100	102	98	101	97
N#CCCN(C(=O)CSc1ccc2c(c1)OCCO2)c1ccccc1	0	101	1	-6	-6	-8	98	100	104	99	96
O=C(NCCc1nc2ccccc2[nH]1)c1cccc(Br)c1	-3	98	2	-1	1	-3	94	95	96	95	95
CCCCN(C)C(=O)c1nc2ccccn2c1CN1CCSCC1	-6	96	-4	-5	-8	-15	96	95	95	97	96
Cc1ccc(-c2nc3ncccc3o2)cc1NC(=O)c1cccnc1	-1	101	0	-2	-3	-8	99	104	98	97	96
CCOC(=O)c1nnc(-c2cccs2)nc1Oc1ccc(Cl)cc1	-18	105	-3	-11	-15	-16	101	101	101	102	96
O=C(CSc1ccc(Cl)cc1)OCc1nnc(-c2ccccc2)o1	-4	99	0	-6	-12	-16	98	98	99	98	97
CC(C)C(NC(=O)c1ccc(F)cc1)C(=O)Nc1cccnc1 (stereo not given)	0	98	1	-4	-2	-8	96	99	97	98	97
CC1CCN(c2cc(N)c(Cl)cc2[N+](=O)[O-])CC1	-8	103	-2	-9	-12	-18	100	98	100	98	99
COc1cc(NC(=O)Cn2ncc(Cl)c(Cl)c2=O)c(C)cc1[N+](=O)[O-]	-2	97	-2	-6	-6	-5	94	93	95	95	95
COc1ccc(/C(C)=N\NS(C)(=O)=O)c(OC)c1	-3	107	-5	-9	0	-1	99	91	104	100	102
Cc1cc(-c2cccs2)n[nH]1	1	97	0	1	2	1	98	96	96	98	98
O=C(Nc1ccc(S(=O)(=O)NCc2ccco2)cc1)c1ccncc1	-7	107	0	-8	-10	-4	102	105	102	104	100
NC1=NN=C(N2N=C(c3ccccc3)CC2(O)C(F)(F)F)n2ncnc2C1 (stereo not given)	1	103	0	-3	3	-2	99	92	98	94	93
O=[N+]([O-])c1ccc(C2CCCC/C2=N/OCc2ccc(F)cc2)c([N+](=O)[O-])c1 (stereo not given)	0	99	1	0	-5	-6	99	96	98	97	98
CCN1CCN(c2c(Cl)cccc2NC(=O)c2ccc3c(c2)OCCO3)CC1	-4	102	-3	1	-2	-2	103	101	102	101	101
O=C(CCn1nnc2ccccc21)NNC(=O)C1CCCCC1	-3	100	-3	-2	-7	-4	102	109	104	101	96
Cc1cc(Sc2nc(NC(C)C)nc(NC(C)C)n2)nc(Cl)n1	1	97	4	0	3	0	99	108	96	99	97
O=C(OCC(=O)N1CCN(S(=O)(=O)c2ccc(Cl)cc2)CC1)c1ccc([N+](=O)[O-])o1	-4	100	0	-10	-1	-2	97	96	101	98	97
O=C(Cc1ccc([N+](=O)[O-])cc1)NCC1CCCO1 (stereo not given)	-2	102	-3	5	2	2	97	102	96	98	97
CCCC(=O)Nc1nnc(-c2ccco2)s1	11	101	1	-8	-6	-11	98	98	100	101	97
CCC1Sc2ccccc2N(CC(=O)NCc2ccc3c(c2)OCO3)C1=O (stereo not given)	0	105	2	-7	-7	-9	102	103	102	103	102
O=C(OCc1ccc(COC(=O)c2cccnc2Cl)cc1)c1cccnc1Cl	0	91	-2	0	-2	-4	92	88	94	91	92
Cc1csc(NC(=O)c2ccc(C)c(S(=O)(=O)N3CCOCC3)c2)n1	2	95	-1	-2	-3	-3	92	90	94	93	94
O=C(CSc1ncc(C(F)(F)F)cc1Cl)N1CCN(S(=O)(=O)c2ccccc2)CC1	4	99	3	-6	-7	-10	98	100	98	100	96
Cc1cccc(NC(=O)c2cc([N+](=O)[O-])ccc2NC2CCCCC2)c1	-3	105	0	-2	1	1	100	100	100	102	99
Cc1noc(C)c1S(=O)(=O)N(CC(=O)Nc1ccc2c(c1)OCO2)c1ccc(C(C)C)cc1	-7	109	-3	-12	-10	-12	105	102	103	104	101
COc1ccc(N(C(C)C(=O)N/N=C/c2ccc(OCC(C)C)cc2)S(C)(=O)=O)cc1 (stereo not given)	-4	102	-4	-6	-6	-2	96	96	94	99	99
CCCCN(CCCC)Cc1ccc(C(=O)NNC(=O)Nc2ccccc2)o1	-7	97	-2	-2	-2	-8	94	96	97	94	93
CC1CC(C)CN(C(=O)C2CCCN(S(=O)(=O)c3cccc4nonc34)C2)C1 (stereo not given)	0	105	0	0	-2	-3	100	97	102	101	100
Cc1cc(/C=N/n2cnnc2)c(C)n1-c1ccc(Cl)cc1	1	96	1	1	9	1	98	95	103	98	99
CN(c1ccccc1C(=O)Nc1ccccc1C(=O)NCc1ccco1)S(C)(=O)=O	-5	104	-6	-9	0	-1	102	105	105	105	102
O=C(COC(=O)c1cccs1)Nc1cc(S(=O)(=O)N2CCOCC2)ccc1Cl	0	97	-2	0	-3	-4	95	93	97	92	93
COc1ccc(C(=O)Nc2ccc3c(c2)nc(CN2CCN(C(C)=O)CC2)n3C)cc1	-2	99	0	-4	-2	0	96	98	95	97	98
CCC(C)NC(=O)C1CCN(S(=O)(=O)c2ccc(OC)cc2)CC1 (stereo not given)	-3	105	0	-6	-6	-9	102	102	105	101	104
O=C(COC(=O)/C=C/c1cccc(F)c1)Nc1ccc(Cl)cn1	-2	94	0	-5	-1	-7	90	90	88	92	88
CC(=O)c1ccc2noc(-c3ccc(C)cc3)c2c1	-6	100	-6	-6	-1	2	99	106	101	101	95
CCN(CC)S(=O)(=O)c1ccc(O)c(NS(=O)(=O)c2ccccc2F)c1	-9	100	-2	-36	0	26	96	96	96	96	97

In a second layout: entries from further up
Bcl-XL Bim block,Rac1 wt GTP bind,Bcl-W Bim block,Bim-Bcl-B,Bim-Bcl-2,Bim-Bfl-1,Rab2 wt GTP,Rab7 wt GTP bind,Cdc42 wt GTP,HRas wt GTP,Rac1 mut GTP,SMILES
0,105,0,0,-2,-3,100,97,102,101,100,CC1CC(C)CN(C(=O)C2CCCN(S(=O)(=O)c3cccc4nonc34)C2)C1 (stereo not given)
-2,99,0,-4,-2,0,96,98,95,97,98,COc1ccc(C(=O)Nc2ccc3c(c2)nc(CN2CCN(C(C)=O)CC2)n3C)cc1

(more compounds)
molecule	Bcl-XL Bim block	Rac1 wt GTP bind	Bcl-W Bim block	Bim-Bcl-B	Bim-Bcl-2	Bim-Bfl-1	Rab2 wt GTP	Rab7 wt GTP bind	Cdc42 wt GTP	HRas wt GTP	Rac1 mut GTP
CCNC(=O)C1CC(=O)N(c2ccc(Br)cc2)C1 (stereo not given)	2	107	1	2	2	0	102	101	107	104	99
Clc1ccc(SCc2cn3ccccc3n2)cc1	0	97	-1	-1	-2	-8	99	105	96	98	94
CCCOc1ccc(S(=O)(=O)NCCCN2CCOCC2)c2ccccc12	-10	103	-3	-11	-10	-16	96	98	98	97	97
COc1ccc(CCNC(=O)CN(c2ccc(C)cc2)S(=O)(=O)c2c(C)noc2C)cc1OC	-10	106	-3	-10	-10	-13	99	97	101	100	100
CC(Oc1ccc(Cl)cc1Cl)C(=O)NC(=S)N1CCc2ccccc21 (stereo not given)	-9	98	-7	-5	-1	-2	99	96	97	97	96
Cc1nnc(SCc2cccc([N+](=O)[O-])c2)[nH]c1=O	-5	108	-1	-4	0	-4	104	107	101	103	99
Cc1ccc2c(COC(=O)C3=COCCO3)cc(=O)oc2c1	5	102	1	-9	-6	-10	98	98	100	101	98
COc1ccc(CNc2nc3c(c(=O)[nH]c(=O)n3C)n2Cc2ccccc2C)cc1	-5	107	-1	-5	-6	-12	103	98	104	104	101
CCc1ccc(NC(=O)C(C)OC(=O)CCC(=O)c2cccs2)cc1 (stereo not given)	-5	99	0	-2	-7	-8	97	99	101	99	96
CCCNC(=O)CSc1nccn1Cc1ccc(OC)cc1	-2	98	3	-2	-2	-6	95	96	96	97	95
